# Screens as filed in PubChem.
# DYRK1A inh: Dyrk1A (rat) kinase inhibition. Q63470. 0.43% of 310,000 active. ADP-Glo luminescence, NFATc1 peptide. inhibition, % at 12.5 µM. AID 504441; in the data active = inhibition above about 50%;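 note: plate controls were vehicle with enzyme for no effect and no enzyme for full effect; many of its hits are not listed in these tables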
# IEC-6 tox: counter-screen for KLF5 inhibitors: cytotoxicity in IEC-6 cells; inhibition, % at 5 µM; IEC-6 cytotoxicity, luminescence viability; AID 1825; 0.78% of 290,000 active; in the data active = inhibition above about 22%;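 note: 0% = plate median of test compound wells and 100% = cytotoxic reference compound wells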
# HSF-1 act: increases HSF-1 driven luciferase reporter signal. 1.7% of 300,000 active. AID 504408. activation, % at 9 µM. NIH3T3-HGL HSF-1 luciferase reporter, MG132, 8 h; 100% = twice DMSO control signal;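 active = mean replicate activation of at least 50% with a set share of replicates each reaching 50%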;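 note: 0% = median of the neutral control wells and 100% = twice that signal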
# HSF1 inhib: HSF1 inhibition. NIH3T3-HGL HSE-luciferase, MG132-induced, luminescence 8 h; hits give low values. activity change, negative = inhibition, % at 7.5 µM (by protocol). 0.77% of 300,000 active;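 active = more than half of replicate wells show activity change below -50%, luminescence cut by over half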;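 note: luciferase reports HSF-1 transcriptional activity via heat shock element; 0% = median of DMSO wells and -100% = zero luminescence signal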
# GSK3B inh: human GSK3beta kinase inhibition; P49841; GST-GSK3beta kinase, ADP-Glo luminescence, 60 min; hits give low values; activity score (negative = inhibition), % at 10 µM; 0.038% of 300,000 active;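 active = more than half of replicate wells score below -50%, meaning over 50% inhibition versus plate controls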;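 note: 0% = median DMSO wells and -100% = median GW8510 positive control wells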
#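 test system = GST-tagged human GSK3beta kinase, cell-free | reagent = 25 µM ATP with peptide substrate | dosing = one dose of 10 µM per compound | schedule = 60 min reaction, RT | detection = luminescent ADP-Glo measurement of ADP formed | control set = DMSO neutral wells and GW8510 at 20 µM as positive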
# GSK3A inh: inhibitors of human GSK-3 alpha kinase | P49840 | ADP-Glo luminescence, 60 min | inhibition, % at 10 µM | 0.1% of 320,000 active | AID 2650;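 in the data active = inhibition above about 50%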;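 note: GST-tagged GSK-3 alpha with peptide substrate and 25 µM ATP; 0% = DMSO neutral wells and 100% = GW8510 positive control wells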
# Target sequence (P49840 whole entry, looked up): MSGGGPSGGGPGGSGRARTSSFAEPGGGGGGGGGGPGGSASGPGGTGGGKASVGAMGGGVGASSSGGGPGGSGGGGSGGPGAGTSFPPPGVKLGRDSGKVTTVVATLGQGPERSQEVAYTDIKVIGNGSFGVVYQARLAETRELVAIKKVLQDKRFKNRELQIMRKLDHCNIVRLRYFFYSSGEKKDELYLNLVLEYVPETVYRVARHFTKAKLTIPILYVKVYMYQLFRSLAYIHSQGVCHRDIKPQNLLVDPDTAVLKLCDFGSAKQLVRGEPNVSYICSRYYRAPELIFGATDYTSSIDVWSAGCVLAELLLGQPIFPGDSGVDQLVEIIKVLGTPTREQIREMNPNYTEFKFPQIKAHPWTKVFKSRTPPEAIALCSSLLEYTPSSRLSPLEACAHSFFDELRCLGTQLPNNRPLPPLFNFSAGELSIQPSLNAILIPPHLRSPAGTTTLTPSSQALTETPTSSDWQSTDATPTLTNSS
# aSyn UTR inh: MLPCN primary screen, SNCA 5' untranslated region | inhibition, % (tested at 7.5 µM) | alpha-synuclein 5'UTR reporter, inhibitor activity | 0.82% of 300,000 active; in the data active = inhibition above about 60%;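 note: H4 neuroglioblastoma cells stably carrying SNCA 5'UTR luciferase fusion; 0% = DMSO wells and 100% = positive control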
# HSP90 inh: blocks HSP90-mediated luciferase refolding in reticulocyte lysate; Rabbit reticulocyte lysate, luciferase refolding luminescence, 3 h; inhibition, % at 5.6 µM; 0.91% of 290,000 active; AID 1789;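 active = inhibition above the screen-wide mean plus 3 SD, computed separately per campaign, cut at about 16% in these data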;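 note: 0% = DMSO wells and 100% = 60 µM geldanamycin wells; inhibitors lower the luminescence because luciferase stays unfolded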
# Platelet DG rel: platelet dense granule release activity | 0.22% of 300,000 active | human platelet-rich plasma, SFLLRN dense granule ATP release, luminescence | inhibition, %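 (compounds screened at 7.5 µM in platelet-rich plasma)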;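 active = mean replicate score, as percent of positive control, at or above 50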
# KLF5 inh: kruppel-like factor 5 inhibition; DLD-1 KLF5 promoter-luciferase reporter, luminescence; inhibition, % at 5 µM; 0.23% of 290,000 active; AID 1700;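 active = inhibition above a per-plate limit of that plate's mean compound inhibition plus 3 SD, cut at about 60% in these data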;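 note: 0% = DMSO wells and 100% = LY294002 at 200 µM; higher means less KLF5 promoter-driven luciferase light; inactives centre near -14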
# An asterisk follows results filed as active; / = not tested or not shown.
1. O=C(NCc1ccc(Cl)c(Cl)c1)c1ccco1
2. CC(/C=C1\SC(=S)N(CCC(=O)Nc2cccc(C(=O)O)c2)C1=O)=C\c1ccccc1
3. CSc1ncc(Cl)c(C(=O)Nc2cccc3ccccc23)n1
4. CCOC(=O)C1=C(C)NC(C)=C(C(=O)OCC)C1C(=O)OCC(=O)N1CCc2ccccc2C1
5. Cc1ccc(C)c(OC2=NS(=O)(=O)c3ccccc32)c1
6. C[C@]12CCC3C(CC[C@H]4CC(O)CC[C@]34C)C1CC/C2=N/NC(=O)c1ccncc1 (stereo partly drawn)
7. CCOC(=O)C1=C(CN2CCCCCC2)NC(=O)NC1c1cccc([N+](=O)[O-])c1 (stereo not drawn)
8. CCN1CCN(S(=O)(=O)c2c(C)[nH]c(C)c2C(=O)N2CCCCC2)CC1

Compound	1	2	3	4	5	6	7	8
DYRK1A inh	-8	0	-28	-5	-2	-4	/	3
IEC-6 tox	-3	-4	4	5	2	2	1	8
HSF-1 act	-8	3	4	-4	22	-12	-12	-5
HSF1 inhib	0	-4	-10	-10	-1	-2	-7	-1
GSK3B inh	0	2	-2	3	4	-2	-1	-3
GSK3A inh	0	0	-3	-1	-1	-1	1	-1
aSyn UTR inh	9	-12	-21	8	-38	12	19	14
HSP90 inh	-2	2	-5	1	1	-1	5	6
Platelet DG rel	5	-2	-4	-5	2	6	1	-12
KLF5 inh	-1	6	-4	-1	-21	-4	-28	-7

9. Cc1ccc(NC(=O)/C=C/c2ccc3c(c2)OCO3)nc1
10. Cc1ccc(NC(=O)Nc2cnccn2)c(C)c1
11. NC(=O)c1cc(S(=O)(=O)NCCCc2ccccc2)cs1
12. O=C(NCc1ccccn1)Nc1ccccc1F
13. COc1ccc(Cl)cc1NC(=O)CN(C)CC(=O)Nc1ccccc1N1CCOCC1
14. Cc1ccc(SCc2c(-c3ccccc3)nn(C)c2Cl)cc1
15. COc1cc(OC)cc(C(=O)NNC(=O)CCc2ccccc2)c1
16. NC(=O)CSc1nnc(-c2ccccc2Br)n1-c1cccc(C(F)(F)F)c1

Compound	9	10	11	12	13	14	15	16
DYRK1A inh	2	/	3	0	-3	44	/	1
IEC-6 tox	1	1	-4	4	77*	-2	2	8
HSF-1 act	48	24	-3	10	20	13	7	0
HSF1 inhib	25	9	-1	14	11	-1	1	-14
GSK3B inh	1	1	0	-1	0	3	-1	1
GSK3A inh	-1	-1	3	8	0	-3	1	0
aSyn UTR inh	-109	-25	0	-37	112*	26	-8	7
HSP90 inh	-7	1	0	0	5	4	-1	-3
Platelet DG rel	2	-8	5	-3	10	13	0	-6
KLF5 inh	-87	-76	-38	-14	66*	-20	-3	-7

# One compound at a time (already shown). Order of values: DYRK1A inh	IEC-6 tox	HSF-1 act	HSF1 inhib	GSK3B inh	GSK3A inh	aSyn UTR inh	HSP90 inh	Platelet DG rel	KLF5 inh
# COc1cc(OC)cc(C(=O)NNC(=O)CCc2ccccc2)c1 in the list: /	2	7	1	-1	1	-8	-1	0	-3
# Cc1ccc(NC(=O)/C=C/c2ccc3c(c2)OCO3)nc1 in the list: 2	1	48	25	1	-1	-109	-7	2	-87
# COc1ccc(Cl)cc1NC(=O)CN(C)CC(=O)Nc1ccccc1N1CCOCC1 in the list: -3	77*	20	11	0	0	112*	5	10	66*
# NC(=O)c1cc(S(=O)(=O)NCCCc2ccccc2)cs1 in the list: 3	-4	-3	-1	0	3	0	0	5	-38
# Cc1ccc(NC(=O)Nc2cnccn2)c(C)c1 in the list: /	1	24	9	1	-1	-25	1	-8	-76

# Entries listed above printed as active in aSyn UTR inh:
No. | canonical_smiles | DYRK1A inh | HSF-1 act | HSF1 inhib | GSK3B inh | GSK3A inh | aSyn UTR inh | HSP90 inh | Platelet DG rel | KLF5 inh
13 | COc1ccc(Cl)cc1NC(=O)CN(C)CC(=O)Nc1ccccc1N1CCOCC1 | -3 | 20 | 11 | 0 | 0 | 112* | 5 | 10 | 66*

# Further entries
17. O=C(NCCc1c[nH]c2ccccc12)/C(=C\c1cccnc1)NC(=O)c1ccco1
18. CCN1CCN(c2ccc(S(=O)(=O)N3CCCCC3)cc2NC(=O)c2ccccc2)CC1
19. CC(Oc1ccc(-c2ccccc2)c(F)c1)c1ccn(S(=O)(=O)c2ccc(F)cc2)n1 (stereo not drawn)
20. CN1CCN(c2c([N+](=O)[O-])cnc3ccccc23)CC1
21. CC(=O)c1cccc(NC(=O)c2cc(=O)[nH]c3ccccc23)c1
22. COc1ccc2[nH]c(C)c(C(=O)CN3CCOCC3)c2c1
23. COc1ccc(N2CC(O)=C(c3nc(-c4ccccc4)cs3)C2=N)cc1
24. COC(=O)C(NC(=O)Nc1ccccc1OC)C(C)C (stereo not drawn)

Compound	17	18	19	20	21	22	23	24
DYRK1A inh	1	-8	-4	21	-7	1	1	3
IEC-6 tox	0	/	6	/	5	2	-2	3
HSF-1 act	1	2	30	-1	13	0	-7	7
HSF1 inhib	-11	-2	9	1	0	-12	0	2
GSK3B inh	1	1	-3	3	-3	2	-1	1
GSK3A inh	1	-1	-1	0	0	3	0	-2
aSyn UTR inh	-6	6	-23	-7	-7	12	5	8
HSP90 inh	-2	/	2	/	1	-1	1	4
Platelet DG rel	9	14	-1	9	1	0	1	-4
KLF5 inh	-26	/	-30	/	-28	-17	2	-38

# Retrieved by structure from above:
17. O=C(NCCc1c[nH]c2ccccc12)/C(=C\c1cccnc1)NC(=O)c1ccco1
21. CC(=O)c1cccc(NC(=O)c2cc(=O)[nH]c3ccccc23)c1

Compound	17	21
DYRK1A inh	1	-7
IEC-6 tox	0	5
HSF-1 act	1	13
HSF1 inhib	-11	0
GSK3B inh	1	-3
GSK3A inh	1	0
aSyn UTR inh	-6	-7
HSP90 inh	-2	1
Platelet DG rel	9	1
KLF5 inh	-26	-28

# Later entries.
25. COc1ccc2nc(N3CCN(C(=O)C4COc5ccccc5O4)CC3)sc2c1 (stereo not drawn)
26. Cn1c(=O)c(C(=O)NCCc2ccccc2)c(O)c2ccccc21
27. CCCCC(=O)NC(c1ccc(N(C)C)cc1)c1ccc2cccnc2c1O (stereo not drawn)
28. CC(C)N(Cc1nccn1C)C(=O)c1cc(COc2ccc(-n3cncn3)cc2)on1

Compound	25	26	27	28
DYRK1A inh	/	-3	17	-12
IEC-6 tox	/	5	62*	2
HSF-1 act	28	14	-44	6
HSF1 inhib	20	1	-45	-7
GSK3B inh	-2	-2	/	0
GSK3A inh	0	-3	-1	-1
aSyn UTR inh	-125	-6	62*	14
HSP90 inh	/	1	19*	-2
Platelet DG rel	0	3	2	0
KLF5 inh	/	-4	85*	-11

# Only part of the results is shown; the hit share may differ from the screen's.
